# esBAF inh: Bmi1 luciferase reporter increase in mESCs, primary screen, esBAF inhibitor project, mouse ES cells, Bmi1 luciferase knock-in, single point; 24 h; 100% = twice the neutral-well signal; reporter increase, % at 12.5 µM; hit rate 2% among 350,000; AID 602393, 2012; in the data active = activation above about 40%; inconclusive = no clear call, values can overlap the other calls;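 also: 0% = median of the plate's neutral control wells and 100% = double that signal; a rise in the Bmi1 reporter signal indicates esBAF inhibition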
# EWS-Fli inh: EWS/Fli-driven NR0B1 reporter inhibitors, primary screen, A673 cells, NR0B1 luciferase, luminescence, MLPCN library; viability-normalised; inhibition, % at 12.6 µM; hit rate 0.67% among 350,000;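 active = mean inhibition of at least 50% after viability correction, with every replicate also passing that limit; inconclusive = mean reaches 50% but only one of two replicates passes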;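 also: firefly luciferase signal divided by Alamar Blue viability fluorescence both relative to DMSO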
# RAD52 inh: RAD52 DNA annealing inhibitors, primary screen, biochemical, FRET, single point, set 2. DNA repair protein RAD52 homolog (Homo sapiens), P43351. inhibition, % at 18.7 µM. hit rate 0.46% among 360,000. AID 651710, 2012. recombinant RAD52 DNA annealing, FRET fluorescence;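 active = every replicate showing at least 50% inhibition; inconclusive = mean inhibition at least 50% but not in every replicate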
# XiGFP reactiv: activators of inactive X chromosome reactivation, primary screen, imaging, XiGFP fibroblasts, GFP high-content imaging, set 2. activation, % at 7.58 µM. hit rate 0.055% among 360,000. XiGFP mouse fibroblasts, % GFP-positive cells imaging, 3 d; cells co-treated with 5-aza-dC sensitizer; scaled so ellipticine positive control = 100%;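 active = mean normalized replicate activation at least 10% and every replicate at or above 10%; inconclusive = only one of the two criteria met; inactive = mean below 10% and not all replicates reach 10%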;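 also: 0% = median of on-plate neutral control wells and 100% = ellipticine 6 µM median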
#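 Material: XiGFP fibroblasts, SV40-immortalized. Buffer or medium: DMEM plus 5-aza-dC sensitizer. Compound: single concentration per compound, delivered by pin transfer. Times: 3 days compound exposure. Controls: ellipticine 6 µM.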
# S100A4 MyoIIA: inhibitors of S100A4-myosin IIA peptide binding, primary screen, biochemical, fluorescence polarization, TAMRA-MyoIIA peptide. AID 652163, 2013. inhibition, % at 10.7 µM. hit rate 0.14% among 360,000. Protein S100-A4 (Homo sapiens), P26447;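 active = mean inhibition of at least 70% across replicates, with every replicate also reaching that level; inconclusive = mean inhibition reaches 70% but some replicates fall short; inactive = mean inhibition below 70%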
# Target sequence (P26447 whole entry, looked up): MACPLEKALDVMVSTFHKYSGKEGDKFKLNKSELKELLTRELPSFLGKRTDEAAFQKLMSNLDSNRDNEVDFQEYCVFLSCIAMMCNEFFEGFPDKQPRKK
#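 Assay system: human S100A4 monomer with TAMRA-labelled myosin IIA peptide / Buffer or medium: Calcium-containing HEPES buffer, pH 7.2 / Reagent: TAMRA-labelled myosin IIA heavy-chain peptide probe, 5 nM / Compound: one dose per compound / Timing: polarization read 5 min after assay mix addition, stable 5–60 min / Benchmarks: neutral control DMSO, positive control TFP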
# E-sel inducer: E-selectin induction in HUVECs, primary screen, imaging, HUVEC, immunofluorescence imaging, single point; P16581; normalized: neutral wells 0, TNF-alpha wells 100; activation, % at 7.58 µM; hit rate 0.37% among 260,000; AID 686992, 2013;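 active = mean E-selectin-positive cell signal at least 10% of the positive control, reached in at least 60% of replicates, without over 20% cell loss; inconclusive = no rule given, readout overlaps actives, possibly toxicity-flagged; inactive = the rest, including those meeting only one limit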;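 also: in these data hits start at about 27%; measured in HUVEC primary endothelial cells; signal is the percent of cells scored E-selectin positive by PE staining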
#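 System: HUVEC / Compound: single concentration / Signal: immunofluorescence imaging / Read-out: percent E-selectin-positive cells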
# FN deposition inh: inhibitors of fibronectin matrix deposition, primary screen, AH1F cells, Alexa488-fibronectin fluorescence, plate reader; AH1F fibroblasts, overnight; inhibition, % at 12.6 µM; hit rate 0.086% among 350,000; AID 743247, 2014;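 active = mean inhibition across replicates of 30% or more, regardless of how many single replicates reach that level; inconclusive = mean under 30% yet at least half of replicates reach 30%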;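 also: positive control wells lacked labelled fibronectin entirely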
#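 test system = AH1F fibroblasts assembling fluorescent fibronectin matrix | quantity = 10000 AH1F cells per well | buffer or medium = DMEM plus 2% serum, read in PBS | doses = single dose, pinned | incubation = 1 h cell attachment, overnight exposure to compound and label | detection = fluorescence at 485 nm excitation, 525 nm emission | read-out basis = inhibition from reduced deposited-fibronectin fluorescence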
# RAD54 branch: inhibitors of human RAD54 branch migration, primary screen, biochemical, fluorescence, single point | DNA repair and recombination protein RAD54-like (Homo sapiens), Q92698 | RAD54 Holliday junction branch migration, FAM/BHQ fluorescence | inhibition, % at 10.4 µM | hit rate 0.14% among 360,000;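 active = mean normalized replicate activity at least 40 and at least half of replicates scoring 40 or more; inconclusive = only one of the two criteria met; inactive = mean below 40 and under half of replicates reaching 40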;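 also: 0% = median of neutral control wells and 100% = median of positive control wells; inhibitors cause a drop in the FAM fluorescence signal; in these data hits start at about 50%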
# Target sequence (Q92698 whole entry, looked up): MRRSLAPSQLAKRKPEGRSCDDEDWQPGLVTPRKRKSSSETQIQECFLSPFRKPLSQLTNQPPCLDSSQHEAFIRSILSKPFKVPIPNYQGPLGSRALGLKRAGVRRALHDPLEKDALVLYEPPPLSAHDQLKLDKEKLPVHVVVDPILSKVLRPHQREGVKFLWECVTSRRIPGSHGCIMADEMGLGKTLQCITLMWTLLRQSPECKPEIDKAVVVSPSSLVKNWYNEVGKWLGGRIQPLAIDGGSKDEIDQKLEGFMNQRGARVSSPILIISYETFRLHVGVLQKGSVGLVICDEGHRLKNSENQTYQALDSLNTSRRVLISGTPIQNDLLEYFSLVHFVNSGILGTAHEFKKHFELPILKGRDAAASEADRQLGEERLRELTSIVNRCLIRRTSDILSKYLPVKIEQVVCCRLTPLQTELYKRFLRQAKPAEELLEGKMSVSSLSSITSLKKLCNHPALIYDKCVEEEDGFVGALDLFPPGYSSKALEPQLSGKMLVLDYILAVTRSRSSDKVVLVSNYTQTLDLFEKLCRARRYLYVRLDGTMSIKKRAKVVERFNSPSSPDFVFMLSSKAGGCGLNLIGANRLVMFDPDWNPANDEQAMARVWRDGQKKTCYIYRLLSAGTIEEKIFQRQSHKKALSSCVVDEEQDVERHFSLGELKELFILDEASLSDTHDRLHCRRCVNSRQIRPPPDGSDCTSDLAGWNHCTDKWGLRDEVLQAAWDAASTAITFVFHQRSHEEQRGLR
# * = called active by the depositor; ? = inconclusive; / = not tested or not shown.
Compound	RAD52 inh	RAD54 branch	S100A4 MyoIIA	E-sel inducer	EWS-Fli inh	XiGFP reactiv	FN deposition inh	esBAF inh
CC(=O)SC1CC(=O)N(c2c(C)cccc2C)C1=O (configuration not stated)	-18.8	1.6	-1.1	/	8.9	0.0	6.2	/
O=C(CC1NCCc2ccccc21)Nc1ccccc1Cl (configuration not stated)	-20.0	/	-3.5	/	-35.5	0.0	-6.2	/
O=C(CCc1ccccc1)Nc1nnc(-c2cccs2)o1	-8.1	1.6	-3.0	0.1	-8.2	0.3	-1.0	15.4
CC(C)c1ccccc1NC(=O)COC(=O)CNC(=O)c1ccc(Br)cc1	-5.2	/	-0.2	1.3	4.4	0.4	-4.1	/
CN(C)CC#Cc1ccc([C@@H]2[C@@H](CO)N3CCCCN(CC4CCOCC4)C[C@@H]23)cc1	2.2	-12.0	/	-0.2	5.2	0.3	/	4.9
COc1cccc(/C=C2\Sc3ccc(C(=O)NCc4cccnc4)cc3N(C)C2=O)c1	-37.0	/	2.5	/	4.9	-0.1	18.0	-11.2
Cc1nnc(NC(=O)CSc2nc3c(c(=O)n2C)SC(C)C3)s1 (configuration not stated)	-14.8	6.7	5.1	-0.1	-2.3	0.0	-4.8	-1.2
COc1ccc(/C=C/C(=O)NCCCN2CCCCCC2)cc1	-13.8	7.3	3.8	0.7	-4.0	0.1	2.2	3.7
CN1c2ccc(-c3cccc(C#N)c3)cc2[C@@H]2[C@@H](CCN2C(=O)NC2CCCCC2)[C@@H]1CO	/	-3.8	/	0.4	4.9	-0.1	-3.1	9.7
Oc1ccccc1-c1ccn[nH]1	-13.4	2.0	0.8	-0.1	-17.9	1.3	-3.4	17.7
CCCNC(=O)N1C[C@H](O)COC[C@@H]2O[C@H](CC(=O)N3CCCCC3)CC[C@H]21	1.9	-5.1	31.2	0.1	-5.8	-0.1	8.0	-2.5
C[C@H]1CN([C@@H](C)CO)C(=O)Cc2cc(NC(=O)CCCCCC(=O)Nc3ccccc3N)ccc2O[C@H]1CN(C)C(=O)Nc1ccccc1	-6.3	2.9	2.5	-0.7	6.7	-0.4	/	-3.3
CCc1ccc(NC(=O)CSc2nnc(-c3ccccn3)n2C)cc1	1.7	/	-2.9	/	-9.0	/	/	-1.4
C[C@H](CO)N1C[C@H](C)[C@H](CN(C)Cc2ccccc2)Oc2ccc(NC(=O)Nc3cccc4ccccc34)cc2C1=O	21.5	0.9	3.2	-0.3	3.6	-1.3	/	4.1
O=c1[nH]c(=S)n(-c2cccc(C(F)(F)F)c2)c(O)c1C=NCCN1CCNCC1	-9.7	2.5	-6.8	0.0	0.1	0.3	-5.1	0.7
Cc1c(OCC(=O)N[C@@H](Cc2ccccc2)C(=O)O)ccc2c1oc(=O)c1ccccc12	-4.5	-3.3	-0.6	/	1.3	/	/	1.9
Cc1ccc(S(=O)(=O)N[C@@H]2CC[C@H](CCn3cc(C4CC4)nn3)O[C@@H]2CO)cc1	6.2	-0.9	10.9	-0.2	-0.9	-0.2	-6.5	0.7
Cc1ccc(NC(=O)CSc2nnc(Cc3cccn3C)n2-c2ccc(F)cc2)c(C)c1	-20.6	-4.9	36.6	/	1.7	0.2	-6.0	-23.8
CS(=O)(=O)N(CC(=O)NCc1ccccc1Cl)C1CCCCC1	/	6.7	/	/	/	0.0	-3.0	-1.0
COc1cc(COCC(O)CN2CCN(Cc3ccccc3)CC2)cc(OC)c1OC (configuration not stated)	-3.0	/	-0.4	/	-10.1	0.0	5.7	/
COc1ccc(S(=O)(=O)N2CCSC2C)cc1C (configuration not stated)	4.7	-6.0	0.5	/	-10.8	0.0	6.2	5.9
CC1CCc2nc3ccc(S(=O)(=O)N4CCC(C(=O)NCc5ccccc5Cl)CC4)cc3c(C(=O)O)c2C1 (configuration not stated)	-31.3	-22.8	-4.0	/	15.3	0.0	-15.0	4.9
Cc1ccc(CONC(=O)c2cccc(C)c2)cc1	-7.3	-11.7	-5.7	-0.1	-53.6	0.0	10.6	24.6
CCN(CC)CCOC(=O)c1ccc(N/C=C(/C#N)c2nc(-c3ccc(OC)c(OC)c3)cs2)cc1	70.3*	/	-10.6	0.2	7.1	0.1	-2.5	/
CC1(c2ccccc2)NC(=O)N(CC(=O)Nc2cc3c(cc2Br)OCCO3)C1=O (configuration not stated)	0.5	/	-4.7	0.8	-5.5	0.0	4.6	1.6
COC(=O)c1ccc(COC(=O)CNC(=O)c2ccc(-c3ccccc3)cc2)cc1	-20.3	/	-2.0	0.0	-42.1	-0.1	-8.6	/
COc1ccc(S(=O)(=O)Nc2ccc3c(c2)C(=O)N([C@@H](C)CO)C[C@H](C)[C@H](CN(C)C(=O)NC(C)C)OCCCC[C@H](C)O3)cc1	6.5	-2.5	0.5	-0.5	-6.3	-0.3	/	-1.1
CC(C)(C)NC(=O)C(c1ccc(-c2ccccc2)cc1)N(C[C@H]1CC[C@@H]([C@@H]2CC[C@H](CO)O2)O1)C(=O)c1cccc(Cl)c1 (some centres not stated)	-8.1	-2.4	-4.6	/	5.4	0.0	-6.5	-3.7
C[C@@H]1CN([C@H](C)CO)S(=O)(=O)c2ccc(C#Cc3ccncc3)cc2O[C@@H]1CN(C)C	-8.3	-5.8	-3.1	-0.5	-4.6	-1.0	-10.3	10.2
CN1C(=O)c2cc(NC(=O)Nc3cccc(Cl)c3)ccc2OC[C@H]2O[C@H](CC(=O)NCCc3ccncc3)CC[C@H]21	-141.0	-6.7	3.9	0.0	3.3	0.1	0.3	-3.0
CC(C)(C)CN1CCC(n2nccc2NC(=O)c2ccccc2Cl)CC1	-8.4	-5.0	-4.1	0.0	0.5	0.0	14.3	-0.5
COc1ccc(CCNC(=O)C(NC(=O)OCc2ccccc2)C(C)C)cc1OC (configuration not stated)	-6.3	/	-0.4	0.0	-0.1	0.0	-3.9	6.6
O=C(Cc1cccs1)NCc1cccc(C(F)(F)F)c1	-4.7	/	-5.0	/	-77.3	0.0	2.0	?
C[C@H](CO)N1C[C@H](C)[C@@H](CN(C)CC2CCOCC2)Oc2ncc(C3=CCCCC3)cc2C1=O	/	-5.9	/	2.7	-11.5	0.8	-15.4	-1.8
CC1(C(=O)NS(=O)(=O)c2cccc(Cl)c2)CCN1C(=O)C1CC1 (configuration not stated)	-3.8	3.4	-3.4	0.0	-10.7	0.1	-8.5	-7.9
COC1CCCN(C(=O)c2ccc(OC3CCN(CCc4ccccc4)CC3)cc2)C1 (configuration not stated)	-4.4	/	-2.2	4.9	5.0	0.3	3.6	/
O=C(O)CCNC(=S)Nc1cccc(F)c1	-3.1	/	4.0	-1.0	6.7	0.0	-10.8	/
CCCn1cc(CN2CCC(n3nccc3NC(=O)CCOc3ccccc3)CC2)c(C)n1	-13.4	-10.7	2.4	1.4	1.6	0.0	-0.7	-6.8
CCOc1ccc(NC(=O)CSc2nccn(-c3ccc4c(c3)OCCO4)c2=O)cc1	-18.6	/	2.9	0.8	-11.1	-0.1	-5.9	-1.2
CO[C@@H]1CN(C)C(=O)c2cc(NC(=O)C3CC3)ccc2OC[C@H](C)N(C(=O)NC(C)C)C[C@H]1C	/	/	/	0.2	3.6	-0.3	-1.8	-5.8
COc1ccc(N2CCN(c3cc(C)nc4ccc(OC)cc34)CC2)cc1	-2.2	19.7	-0.8	/	28.0	0.2	6.8	-1.6
CN(C)C(=O)c1ccc(NC(=O)c2ccccc2-c2ccccc2)cc1	-2.6	2.7	-0.4	0.2	11.8	-0.1	0.7	-5.7
c1cc2c(c(CC3CO3)c1CC1CO1)OCCOCCOCCOCCO2 (configuration not stated)	-3.4	1.0	-1.4	-0.2	-3.6	0.0	-5.3	/
COc1ccc(S(=O)(=O)N[C@@H]2CC[C@@H](CC(=O)N3CCN(c4ccccc4)CC3)O[C@H]2CO)cc1	-15.5	-3.3	-1.8	0.6	3.4	-0.1	-2.6	-1.5
O=C(c1cc(-c2cccc(O)c2)on1)N1CCc2ccccc2C1	-61.4	3.4	0.0	/	-10.7	0.6	-2.3	10.2
Cc1cc(C(=O)NNS(=O)(=O)c2cc(C(=O)O)ccc2Cl)c(C)n1-c1ccccc1	-18.4	-4.5	-7.1	0.0	33.5	0.2	2.5	-52.0
CCCNC(=O)Nc1ccsc1C(=O)OC	-13.8	/	-20.0	/	-2.9	0.4	/	-10.3
O=C(Nc1ccc2c(c1)OCCO2)c1ccc(Br)s1	-7.6	0.0	-1.4	/	-15.3	0.0	4.5	/
CCOC(=O)c1c(-c2ccco2)csc1NC(=O)COC(=O)c1cnc(C)cn1	-14.2	0.2	-3.8	-0.2	1.7	0.1	-7.3	5.0
CCN(CC(=O)NCc1ccc(Cl)cc1)C(=O)Cc1ccccc1[N+](=O)[O-]	-7.7	2.3	-2.1	-0.2	/	0.0	0.4	3.2

# The list continues.
Compound	RAD52 inh	RAD54 branch	S100A4 MyoIIA	E-sel inducer	EWS-Fli inh	XiGFP reactiv	FN deposition inh	esBAF inh
CC1(C)C(=O)Nc2ccccc2N1C(=O)COC(=O)c1cc(Cl)cc(Cl)c1	-78.8	-2.8	-4.1	0.1	1.0	-0.6	-0.6	-0.1
O=Cc1ccc(-n2cncn2)cc1	6.3	/	-3.8	/	-0.6	0.2	/	/
CCN(CC)C(=O)CSc1nnc(-c2cc(-c3ccc(Cl)cc3)nc3ccccc23)o1	-4.1	/	6.4	/	11.4	0.1	4.7	-9.2
COc1ccccc1C(=O)Nc1ccc2c(c1)C(=O)N(C)[C@@H]1CC[C@H](CC(=O)NCCc3ccncc3)O[C@H]1CO2	-5.8	-2.2	-10.1	0.0	-3.0	0.1	-0.9	1.1

# Reprinted from above, two compounds:
Compound	RAD52 inh	RAD54 branch	S100A4 MyoIIA	E-sel inducer	EWS-Fli inh	XiGFP reactiv	FN deposition inh	esBAF inh
CCN(CC)C(=O)CSc1nnc(-c2cc(-c3ccc(Cl)cc3)nc3ccccc23)o1	-4.1	/	6.4	/	11.4	0.1	4.7	-9.2
COc1ccccc1C(=O)Nc1ccc2c(c1)C(=O)N(C)[C@@H]1CC[C@H](CC(=O)NCCc3ccncc3)O[C@H]1CO2	-5.8	-2.2	-10.1	0.0	-3.0	0.1	-0.9	1.1

# Compounds as they come. Share with any hit: about 3%.
